Screening results (PubChem)
HTR5A inv ag: HTR5A inverse agonists in luminescence cell assay, primary screen, counter-screen for OPRM1-OPRD1 heterodimer inverse agonist project, full-deck HTS; 5-hydroxytryptamine receptor 5A (Homo sapiens), P47898; HTR5A cell line, inverse agonism; inhibition, % at 9.3 µM; hit rate 0.083% among 340,000; AID 504634, 2011; in the data active means inhibition mostly above about 23%, no sharp cut-off; inactive means mostly below about 18%;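 further: 0% = cells with DMSO and 100% = no-cell wells with DMSO; some compounds called inactive have numbers as strong as hits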
SR-BI DiI inh: inhibitors of SR-BI mediated HDL lipid uptake, primary screen, ldlA[mSR-BI] cells, fluorescence, single point. AID 488896, 2010. Scavenger receptor class B member 1 (Mus musculus), Q61009. ldlA[mSR-BI] CHO cells, DiI-HDL uptake fluorescence, 3 h. hit rate 0.96% among 320,000. inhibition, % at 12.5 µM;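 active means mean replicate inhibition of at least 70% and a set share of replicates each scoring 70 or more; inconclusive means meets just one of the two criteria; inactive means fails both criteria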;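 further: 0% = median of neutral control wells and 100% = median of positive control wells; values of inactives mirror those of a sister screen read the other way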
Target sequence (Q61009 whole entry, looked up): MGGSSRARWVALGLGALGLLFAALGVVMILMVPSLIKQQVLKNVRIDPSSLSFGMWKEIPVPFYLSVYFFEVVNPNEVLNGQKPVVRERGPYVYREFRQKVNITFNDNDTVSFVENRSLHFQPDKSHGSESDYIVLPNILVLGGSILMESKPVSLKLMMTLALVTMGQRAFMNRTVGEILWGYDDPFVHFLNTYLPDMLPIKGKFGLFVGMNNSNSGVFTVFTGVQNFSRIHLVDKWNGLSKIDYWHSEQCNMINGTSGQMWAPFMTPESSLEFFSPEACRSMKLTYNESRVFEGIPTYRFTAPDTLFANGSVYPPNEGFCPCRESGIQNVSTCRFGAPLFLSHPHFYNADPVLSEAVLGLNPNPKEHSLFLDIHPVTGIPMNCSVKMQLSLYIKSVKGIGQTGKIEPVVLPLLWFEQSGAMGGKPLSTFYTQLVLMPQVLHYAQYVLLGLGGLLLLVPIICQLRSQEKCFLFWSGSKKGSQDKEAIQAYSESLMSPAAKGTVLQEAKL
Wnt bcat act: Wnt/beta-catenin pathway activators, primary screen, cell-based, plate reader, single point; Wnt/beta-catenin reporter cell assay, activator; activation, % at 9.35 µM; hit rate 1.2% among 300,000; AID 743398, 2014; in the data active means activation above about 30%, passing the limit was not always enough; inconclusive means no clear call, values can overlap the other calls;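 further: 0% = neutral control wells and 100% = positive control wells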
CDK5 inh: inhibitors of human CDK5/p35 kinase, primary screen, biochemical, single concentration | Cyclin-dependent kinase 5 (Homo sapiens) + Cyclin-dependent kinase 5 activator 1 (Homo … | Recombinant CDK5/p35, ADP-Glo luminescence, 60 min | inhibition, % at 10 µM | hit rate 0.01% among 330,000 | AID 488839, 2010;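 active means highest replicate inhibition of at least 50% and at least 75% of replicates reaching 50%; inconclusive means only one of the two criteria met; inactive means both criteria failed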;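 further: plate controls were DMSO neutral control for no effect and GW8510 at 10 µM for full effect; many of its hits are not listed in these tables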
NSD2 inh: NSD2 histone methyltransferase inhibitors, primary screen, biochemical, AlphaScreen, single concentration, set 2; NSD2 peptide methylation, 120 min; inhibition, % at 12.5 µM; Histone-lysine N-methyltransferase NSD2 (Homo sapiens), O96028; hit rate 0.54% among 310,000; in the data active means inhibition above about 50%
dFosB act: activators of delta FosB homodimer, primary screen, biochemical, fluorescence polarization, TAMRA-CDK5 oligo, single point | Protein FosB (Mus musculus), P13346 | purified delta FosB; percent of positive-control signal above neutral wells | activation, % at 25 µM | hit rate 0.99% among 340,000;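 active means mean activation above about 17%, with every replicate also reaching it, limit read from the data, passing the limit was not always enough; inconclusive means only one of the two conditions met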;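 further: fluorescence polarization rise as delta FosB binds a TAMRA Cdk5 AP-1 oligo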
Target sequence (P13346 whole entry, looked up): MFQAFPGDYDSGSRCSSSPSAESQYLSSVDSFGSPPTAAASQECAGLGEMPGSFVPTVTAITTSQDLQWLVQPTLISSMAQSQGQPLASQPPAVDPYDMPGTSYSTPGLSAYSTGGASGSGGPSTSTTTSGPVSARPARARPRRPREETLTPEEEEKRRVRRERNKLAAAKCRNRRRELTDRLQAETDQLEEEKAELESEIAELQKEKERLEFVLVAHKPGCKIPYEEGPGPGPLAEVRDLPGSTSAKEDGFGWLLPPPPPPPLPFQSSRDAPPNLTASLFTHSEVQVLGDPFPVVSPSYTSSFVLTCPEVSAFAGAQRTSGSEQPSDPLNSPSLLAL
MITF TRPM1 HTS: activators of MITF-driven TRPM1 promoter reporter, primary screen, cell-based, SK-MEL-5, luciferase, single point; SK-MEL-5 TRPM1-promoter luciferase, 24 h; % of positive control, neutral wells = 0; activation, % at 12.5 µM; hit rate 0.75% among 300,000;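 active means mean activation of at least 80% with every replicate also reaching 80%; inconclusive means mean reaches 80% but some replicate falls short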;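 further: 0% = neutral control wells and 100% = parthenolide positive control wells; values of inactives mirror those of a sister screen read the other way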
V-ATPase pH: regulators of yeast V-ATPase proton pumping, primary screen, pHLuorin cytosolic pH fluorescence | AID 504577, 2011 | S. cerevisiae | response, % at 10 µM | hit rate 0.37% among 350,000; in the data active means response mostly above about 7.3%, no sharp cut-off; inactive means mostly below about 5.4%; further: actives read high; inactives centre near 0; some compounds called inactive have numbers as strong as hits; reference of the scale not given here
PvdQ acylase: P. aeruginosa PvdQ acylase inhibitors, primary screen, biochemical, fluorescence, plate reader and imaging, single point; PvdQ acylase [Pseudomonas aeruginosa LESB58]; purified PvdQ acylase; inhibition, % at 10 µM; hit rate 0.063% among 340,000; in the data active means inhibition above about 30%, passing the limit was not always enough; inconclusive means no clear call, values can overlap the other calls;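 further: 0% = vehicle neutral wells and 100% = reference inhibitor wells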
HTR5A ag ctr: HTR5A agonists in luminescence cell assay, primary screen, counter-screen for OPRM1-OPRD1 heterodimer agonist project, full-deck HTS; 5-hydroxytryptamine receptor 5A (Homo sapiens), P47898; cell-based; activation, % at 9.3 µM; hit rate 0.61% among 340,000; AID 504692, 2011; in the data active means activation mostly above about 9.5%, no sharp cut-off; inactive means mostly below about 7.6%;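 further: 0% = cells with vehicle only and 100% = reference agonist; strong numbers were not always called active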
* marks the source's active call; other numbers are inactive results; ? = inconclusive; . = no result given; & = joins results of further samples.

SMILES	HTR5A inv ag	SR-BI DiI inh	Wnt bcat act	CDK5 inh	NSD2 inh	dFosB act	MITF TRPM1 HTS	V-ATPase pH	PvdQ acylase	HTR5A ag ctr
COC(=O)c1ccc(NC2=C(Cl)C(=O)OC2OC(=O)c2ccccc2)cc1 (stereo not given)	2	-5	0	0.0	7	-6	3	6	-1	5
O=C(CN1C(=O)NC2(CCCCC2)C1=O)N1CCN(S(=O)(=O)c2cccc([N+](=O)[O-])c2)CC1	-6	-19	-1	-9.8	1	-12	-3	3	-8	6
O=S(=O)(c1ccc(Br)cc1)N1CCN(Cc2ccco2)CC1	0	-7	5	-0.7	1	-6	-9	0	-5	-2
COC(=O)c1c(-c2ccccc2)noc1C	8	-16	-1	-0.1	-1	0	5	-2	-4	-3
CC(c1ccccc1)N(C)C(=O)CN1CCN(S(=O)(=O)c2ccc3c(c2)OCCCO3)CC1 (stereo not given)	-16	-4	-5	-3.1	26	-8	-19	4	-10	7
CC(C)(Oc1ccc(CCNC(=O)c2ccc(-c3ccc(Cl)cc3)o2)cc1)C(=O)O	.	-20	0	-0.3	3	-11	10	0	-11	.
COc1cc(C(CC(=O)Nc2ccc(Cl)cn2)N2Cc3ccccc3C2=O)cc(OC)c1OC (stereo not given)	3	31	-2	-0.1	0	0	-8	-2	-5	-1
CCN1CCN(Cc2nc3c(c(=O)n(C)c(=O)n3C)n2Cc2cccc3ccccc23)CC1	14	6	-5	4.9	11	0	10	1	-7	-1
O=C(CN1C(=O)c2ccccc2S1(=O)=O)N1CCN(Cc2ccc3c(c2)OCO3)CC1	5	-20	.	0.7	2	2	-9	-1	-2	1
CCN(C[C@H]1N[C@@](CC)(C(=O)OC)[C@H]2C(=O)N(C)C(=O)[C@@H]12)C(=O)Nc1ccc(C)cc1	16	0	11	2.8	.	6	10	5	4	-4
Cn1c(SCC(=O)NC(C)(C)C)nnc1-c1ccc(C(C)(C)C)cc1	-12	28	.	1.1	-1	-7	-12	1	-13	-5
Cc1ccc(-c2noc(CCC(=O)N3CCN(c4cccc(C(F)(F)F)c4)CC3)n2)cc1	2	28	-1	-1.3	1	-3	.	3	-7	3
O=C(Nc1cccc2ccccc12)/C(=C/c1ccc([N+](=O)[O-])cc1)NC(=O)c1ccccc1	5	10	-3	-2.0	1	13	.	8	-7	-2
CCOC(=O)/C(C#N)=C/c1cccc([N+](=O)[O-])c1	2	-4	1	-0.4	-1	-7	-8	0	-3	-1
Cc1ccccc1-n1c(SCC(=O)Nc2ccccc2Cl)nc2n[nH]c(C)c2c1=N	-9	-13	-1	.	-5	1	2	2	-16	2
CCOC(=O)CNS(=O)(=O)c1ccc2c3c(cccc13)C(=O)N2CC	3	-20	1	0.3	-7	-6	-5	1	4	-1
CC(C)CCNc1ncnc2c1nnn2Cc1ccccc1Cl	-13	-30	.	-4.2	0	-2	0	0	-23	4
C=C(C)COc1ccc(-c2nc(N)ncc2Oc2ccccc2OC)c(O)c1	-3	14	.	-1.4	-2	-12	29	-1	-8	1
COc1ccc(-n2c(=O)c(CCC(=O)N3CCN(c4ccccc4O)CC3)nc3ccccc32)cc1	10	21	-8	-2.3	1	-4	0	-4	-8	-1
COC(=O)c1ccc(C(=S)NCC2(N(C)C)CCCCC2)cc1	-16	.	2	0.2	9	4	.	0	-3	6
CC(=O)N1CCN(CC(c2ccccc2)c2ccccc2)CC1	1	-8	4	0.3	-5	1	.	-1	-16	-4
Cn1c(NC(=O)C(C)(C)Oc2ccc(Cl)cc2)cc(=O)n(C)c1=O	-9	-1	-2	-0.2	.	-5	-6	0	-6	3
CC(C)Oc1ccc(C(=O)Nc2ccc(NC(=O)c3ccco3)c(Cl)c2)cc1	-1	79*	.	-1.4	.	3	50	0	-4	4
C=CCNC(=S)NNC(=O)c1cccc2ccccc12	7	-21	.	-0.8	3	1	2	2	-19	-6
COc1ccc(C)cc1NC(=O)NC(C)c1ccc2c(c1)OCO2 (stereo not given)	-2	2	5	-2.5	0	8	-15	2	-5	0
O=C(CSC(=S)N1CCOCC1)N1N=CCC1c1ccccc1 (stereo not given)	-8	14	-3	0.0	-2	2	.	-4	-6	3
Oc1ccc(Cl)cc1C1=NNC(c2cc(Br)cc3c2OCOC3)C1 (stereo not given)	-9	63	0	0.1	-8	2	-7	2	6	3
Cc1cc(C)nc(CCNC(=O)CC2C(=O)NCCN2Cc2ccc(F)cc2Cl)n1 (stereo not given)	-4	-17	1	-3.9	2	-3	5	1	-16	2
Cc1cccc(-n2c(Cc3cc(=O)[nH]c(=O)[nH]3)nnc2SCC(=O)Nc2cccc(C(F)(F)F)c2)c1	15	-7	-1	1.5	-1	-9	-5	-4	7	3
CCCC(=O)C1=C(O)C(C(=O)OC)C(C)(C)CC1=NC(C)(C)C (stereo not given)	-31	-16	.	-0.8	-10	-5	4	-1	-30	-7
COc1ccc(-n2c(=S)[nH]c3cc(C(=O)NCc4ccco4)ccc3c2=O)cc1OC	16&9	-22&6	0&-3	-0.2&-0.3	1&3	-2&12	-1	-1&0	-13&1	2&-2
CC(=O)N1CCc2c(sc(NC(=O)CCS(=O)(=O)c3ccc(C)cc3)c2C(N)=O)C1	-25	4	22	0.0	1	-10	-4	0	-9	-2
COc1ccccc1N(C(=O)c1snc(C(N)=O)c1N)C(C(=O)NC1CCCC1)c1ccco1 (stereo not given)	-29	-1	.	0.7	.	-1	0	0	-7	-1
O=C(CCNC(=O)Cn1ccc2ccccc2c1=O)NCCN1CCN(c2cccc(Cl)c2)CC1	-10	0	.	-0.9	1	-3	0	-2	-15	-3
O=[N+]([O-])c1ccc(COc2ncnc3ccccc23)cc1	7	-26	-1	0.4	0	-5	-9	-5	-3	-2
COc1ccc(C)cc1NC(=O)C1CCCN(S(=O)(=O)c2cccc3cccnc23)C1 (stereo not given)	-8	30	.	0.5	.	-3	-8	-2	-5	3
C=CCN(c1ccc(C(=O)NCCc2ccccc2)cc1)S(C)(=O)=O	10	37	.	2.9	4	3	35	2	-2	-4
CCn1c(CC(=O)Nc2ccc(F)cc2)nnc1SCC(=O)Nc1nnc(C)s1	-15	.	-2	1.3	-5	0	-2	-2	-13	1
COc1cc(C(=O)n2nc(C)cc2C)cc(OC)c1OC	-10	0	.	-0.3	0	-7	.	-2	-16	3
O=C(c1ccc(F)cc1)N1CCC(n2nnc3ccccc32)CC1	3	-2	-1	-1.0	-1	-1	0	-3	-1	-1
Cc1ccc(S(=O)(=O)N2C(=O)CCC2C(=O)O/N=C(\N)c2cccc([N+](=O)[O-])c2)cc1 (stereo not given)	7	-21	-2	-2.8	2	-10	-12	0	-17	-3
COc1ccc(CCNC2=NCCS2)cc1	19	-2	.	1.1	.	-6	12	2	-18	-1
COc1ccc2cc(C(=O)N/N=C/c3cc(OC)c(OC)c(OC)c3)[nH]c2c1	-3	11	1	0.5	-1	-22	.	4	-6	1
C=CCN1C(=O)CN=C1Nc1ccc(OC)cc1OC	-6	-9	.	0.1	2	-2	-1	1	0	0
COCCN1Cc2cccc(C(=O)Nc3ccc4c(c3)OCCO4)c2C1=O	11	-27	-3	-0.1	.	-8	0	-3	-6	-4
O=C(NCCCn1ccnc1)c1cccnc1	-12	-12	-1	0.4	1	3	0	0	-8	-1
COc1ccc(OC)c(CCNC(=O)CCCc2nnc3n(C)c(=O)c4sccc4n23)c1	-11	-18	-2	-0.2	-4	-7	-9	-5	-3	2
CS(=O)(=O)C1=NSC2=NC(=O)/C(=C\c3ccc(OC(=O)c4ccco4)c(Br)c3)C(=N)N21	14	1	1	-1.2	23	-13	-7	0	-4	1
O=C(NCC(c1cccs1)N1CCOCC1)c1cc([N+](=O)[O-])cc([N+](=O)[O-])c1 (stereo not given)	-3	-5	-1	-2.4	0	-9	2	-5	4	2
CC(=O)c1c(N2CCN(CCO)CC2)nc(=S)n(-c2ccccc2)c1C	9	-13	-2	-3.8	-5	-5	-11	1	-5	2
Cc1nnc(NCc2ccncc2)c2ccccc12	-19	-12	1	0.3	-2	2	.	1	-12	-2
O=C(CSc1nccc(=O)[nH]1)NC1CCCC1	-42	.	-3	-0.3	-2	0	-1	-6	-18	15
O=C(Nc1cccnc1)c1cc(-c2cccs2)on1	-27	-22	.	1.8	3	-4	12	-2	-5	4
CCOC(=O)C(CSCC(=O)c1ccc(Cl)cc1)NC(=O)OC(C)(C)C (stereo not given)	9	-15	.	-1.3	-7	-10	10	2	-2	-4
O=C(Nc1ccc2c(c1)C(=O)NC2=O)c1ccc2ncsc2c1	13	-14	25	0.3	-1	7	30	-2	-16	7
O=C(Nc1ccnn1C1CCN(C(=O)c2ccccc2C(F)(F)F)CC1)C1CC1	-3	-21	6	-0.6	1	-4	12	1	-10	-1
Cn1cc(S(=O)(=O)N2CCN(c3ccccc3)CC2)c(=O)n(C)c1=O	-29	-3	1	-0.4	.	-5	.	0	-12	-1
CSc1nc(-c2ccccc2)nc(NC(C)=O)c1C(C)=O	26	0	-1	-2.0	-2	-16	-5	-1	-9	5
CCOC(=O)C1=NN(c2ccccc2)C2C(=O)N(c3ccccc3OC)C(=O)C12 (stereo not given)	-2	-2	-7	0.3	0	-8	.	2	-1	5
O=C1/C(=C/c2ccc(O)cc2)SC(=S)N1Cc1cccnc1	-4	5	?	0.2	0	7	2	-1	6	2
The list goes on.
SMILES	HTR5A inv ag	SR-BI DiI inh	Wnt bcat act	CDK5 inh	NSD2 inh	dFosB act	MITF TRPM1 HTS	V-ATPase pH	PvdQ acylase	HTR5A ag ctr
COc1ccc(-n2c(SCC(=O)NCc3cccs3)nnc2-c2ccoc2C)cc1	-7	-4	.	-0.4	4	-12	-2	4	-5	1
CC(C)c1nc(=S)c2ccccc2[nH]1	-39	-6	-1	1.4	-1	3	.	5	-2	-1
CCC(C)[C@H]1CN=C(N)N1CCCc1cc(OC)c(OC)c(OC)c1 (stereo not given in full)	-38	-4	0	-2.4	.	0	2	-3	19	2
CN(C(=O)c1cccc(NC(=O)Cc2ccc(NC(=O)C3CCN(S(=O)(=O)c4cccc([N+](=O)[O-])c4)CC3)cc2)c1)C1CCCC1	-29	66	-2	7.5	.	-6	0	1	4	8
CCOC(=O)C1=C(COC(=O)c2ccc([N+](=O)[O-])o2)NC(=O)NC1C (stereo not given)	12	3	-5	0.1	28	-1	-40	-2	3	-5
COc1ccc(CCN=C(N)C(C)c2ccccc2)cc1OC (stereo not given)	-21	-3	0	0.8	3	-6	-7	0	-9	-2
